# From PubChem
# JMJD2A Tudor = qHTS Assay for Inhibitors of JMJD2A-Tudor Domain | Lysine-specific demethylase 4A (Homo sapiens), O75164 | AlphaScreen JMJD2A-Tudor / H3K4me3 peptide binding | Potency, µM (titrated, usually from 114 µM), for inactives: at the top dose activity change, negative = inhibition, hits mostly inhibitors | 390,000 compounds, 4.4% hits; also: potency is read from the fitted curve at half-maximal effect; % is scaled to controls: 0 for no effect and ±100 for the full control effect; nearly all actives have a fitted effect of over 50% in size
# ALOX12 inh = Primary qHTS assay for inhibitors of human arachidonate 12S-lipoxygenase (ALOX12): Round 2; purified 12hLO, xylenol orange hydroperoxide absorbance; Potency, µM (top dose mostly 108 µM), for inactives: top-dose activity change, negative = inhibition, hits mostly inhibitors; 580,000 compounds, 1.1% hits; AID 1671190, 2021; also: potency is read from the fitted curve at half-maximal effect; % is scaled to controls: 0 for no effect and ±100 for the full control effect
# Target sequence (P18054 whole entry, looked up): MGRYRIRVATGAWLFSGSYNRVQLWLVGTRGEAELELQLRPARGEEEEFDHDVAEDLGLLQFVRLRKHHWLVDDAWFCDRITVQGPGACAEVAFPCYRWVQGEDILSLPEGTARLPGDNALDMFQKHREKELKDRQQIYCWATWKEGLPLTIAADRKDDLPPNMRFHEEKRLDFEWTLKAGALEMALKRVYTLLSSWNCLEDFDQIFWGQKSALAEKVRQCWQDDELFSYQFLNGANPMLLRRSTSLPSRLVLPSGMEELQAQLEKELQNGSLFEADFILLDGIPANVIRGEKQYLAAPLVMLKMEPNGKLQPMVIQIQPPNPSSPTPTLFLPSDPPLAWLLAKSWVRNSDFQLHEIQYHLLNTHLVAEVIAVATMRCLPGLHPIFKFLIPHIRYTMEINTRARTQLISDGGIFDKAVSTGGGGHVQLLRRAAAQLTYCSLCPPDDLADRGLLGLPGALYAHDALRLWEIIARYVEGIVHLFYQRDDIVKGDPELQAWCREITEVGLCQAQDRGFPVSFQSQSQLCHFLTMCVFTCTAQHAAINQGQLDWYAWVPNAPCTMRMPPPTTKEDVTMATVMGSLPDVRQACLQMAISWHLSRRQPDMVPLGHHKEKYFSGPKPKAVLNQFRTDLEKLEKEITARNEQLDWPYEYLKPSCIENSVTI
#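 Purified human 12hLO at 150 nM in 25 mM Hepes, 0.01% Triton X-100, pH 7.0, preincubated 15 min at room temperature with compound. Reaction started with 40 uM arachidonic acid, 30 min at room temperature. Hydroperoxide measured by Fe-xylenol orange, 573/405 nm absorbance ratio.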
# GLS inhibitor = qHTS for Inhibitors of Glutaminase (GLS) | 410,000 compounds, 0.21% hits | AID 624170, 2012 | GLS enzymatic activity, qHTS titration | Potency, µM (top dose mostly 45.5 µM), for the others: at the highest dose activity change, negative = inhibition, usual class: inhibitors; also: potency is read from the fitted curve at half-maximal effect; % is scaled to controls: 0 for no effect and ±100 for the full control effect
#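 Assay buffer: 45 mM KH2PO4 pH 8.2, 0.02% Tween-20. hKGA acts on L-glutamine (1 mM solution added); product glutamate is reported by an oxidase/peroxidase Amplex Red coupling, with fluorescence taken at baseline and 30 min.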
# BAZ2B inh = qHTS Assay for Inhibitors of BAZ2B. AlphaScreen BAZ2B-H3K14Ac peptide displacement. Potency, µM (series often up to 114 µM), inactives show top-dose activity change, negative = inhibition, actives largely listed as inhibitors. 360,000 compounds, 4.4% hits; also: potency is read from the fitted curve at half-maximal effect; % is scaled to controls: 0 for no effect and ±100 for the full control effect; nearly all actives have a fitted effect of over 60% in size
#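 BAZ2B 50 nM plus b-H3(5-23)K14Ac 50 nM, PBS pH 7.4/0.01% Tween-20, 30 min RT; compound added (max 110 uM), 30 min RT; streptavidin donor/Ni-chelate acceptor beads 10 ug/mL final, 20 min dark; AlphaScreen read.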
# HP1b chromo inh = HTS for Inhibitors of HP1-beta Chromodomain Interactions with Methylated Histone Tails. Chromobox protein homolog 1 (Homo sapiens), P83916. AlphaScreen HP1-beta / biotin-H3K9me3 peptide binding. Potency, µM (top dose mostly 114 µM), for inactives: at the top dose activity change, negative = inhibition, most hits filed as inhibitors. 390,000 compounds, 0.56% hits. AID 540317, 2011; also: potency is read from the fitted curve at half-maximal effect; nearly all actives have a fitted effect of over 70% in size; inactives centre near 23
# Target sequence (P83916 whole entry, looked up): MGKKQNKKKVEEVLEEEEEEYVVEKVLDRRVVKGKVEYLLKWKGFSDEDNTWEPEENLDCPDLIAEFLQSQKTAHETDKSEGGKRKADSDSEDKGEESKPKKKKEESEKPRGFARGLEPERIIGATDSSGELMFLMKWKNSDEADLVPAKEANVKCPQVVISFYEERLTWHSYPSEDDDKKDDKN
#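 HP1-beta protein (50 nM final) preincubated 30 min at room temperature with biotinylated H3(1-18)K9me3 peptide (50 nM) in PBS pH 7.4, 0.01% Tween-20, then compound added for 30 min. AlphaScreen streptavidin donor/nickel chelate acceptor beads (10 ug/mL final), 30 min dark, luminescence read.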
# G9a inh = qHTS Assay for Inhibitors of Histone Lysine Methyltransferase G9a; AID 504332, 2011; G9a H3K9 monomethylation, AlphaScreen, 2 h; Potency, µM (top dose mostly 102 µM), without a hit: top-dose activity, negative = inhibition, actives largely listed as inhibitors; Histone-lysine N-methyltransferase EHMT2 (Homo sapiens), Q96KQ7; 350,000 compounds, 8.8% hits; also: potency is read from the fitted curve at half-maximal effect; % is scaled to controls: 0 for no effect and ±100 for the full control effect; nearly all actives have a fitted effect of over 75% in size
#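 AlphaScreen detection with an anti-monomethyl H3K9 antibody quantified product after a 2 h room-temperature reaction containing 500 nM biotinylated H3K9 peptide, 20 µM SAM and 20 nM enzyme, which had been preincubated 15 min with compound.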
# ERG Ets-DNA blk = qHTS for Small Molecule Inhibitors of the ERG Ets/DNA interaction; Potency, µM (highest dose often 76.9 µM), for inactives: at the top dose FP activity, negative = inhibition, most hits filed as inhibitors; AID 624246, 2012; fluorescence polarization, His-ERG Ets domain / labelled DNA; 370,000 compounds, 0.028% hits; Transcriptional regulator ERG (Homo sapiens), P11308; active = well fitted inhibition curve with a large enough effect in the polarisation, with a control signal flat; inconclusive = small, poorly fitted or top-dose-only effect, or effect the other way, or a change in a side signal; inactive = no such curve, though single readings can be large or run the other way; the % refers to the polarisation;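 also: polarization taken with two DNA probes labelled with fluorescein and Texas red; potency is read from the fitted curve at half-maximal effect; % of control where 0% means no effect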
#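 His-tagged ERG Ets domain (1 uM in the protein solution; 300mM KCl, 50mM Tris-HCl, 1mM EDTA, 1mM DTT, pH 7.5) received compound, then a probe mix of 5 nM fluorescein-DNA and 100nM Texas-615-DNA. Fluorescence polarization was read for both dyes.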
# PI4K2A inh = qHTS for small molecular inhibitors of PI4K2A; Phosphatidylinositol 4-kinase type 2-alpha (Homo sapiens), Q9BTU6; purified PI4K2A, ADP-Glo luminescence, 1 h; active compounds read low; activity change, negative = inhibition, % at 76.9 µM; 420,000 compounds, 0.13% hits; in the data active = activity change below about -50%; inconclusive = mostly about -30% to -49%;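 also: -100% = wells without enzyme as full effect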
#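 PI4K2A activity was measured by ADP-Glo luminescence: enzyme (4 ug/mL stock) and phosphatidylinositol (1.2 mM stock) in Tris pH 7.5/MgCl2/EGTA/Triton X-100 buffer were reacted with ATP (300 microM stock) for one hour at ambient temperature.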
# RGS4 inhibitor = Inhibitors of Regulator of G Protein Signaling (RGS) 4: qHTS; Regulator of G-protein signaling 4 (Homo sapiens), P49798; Transcreener GDP fluorescence polarization, RGS4-accelerated GTP hydrolysis; Potency, µM (titrated, usually from 114 µM), for inactives: top-dose activity change, negative = inhibition, hits mostly inhibitors; 390,000 compounds, 0.039% hits; AID 504845, 2011; also: potency is read from the fitted curve at half-maximal effect; % is scaled to controls: 0 for no effect and ±100 for the full control effect; nearly all actives have a fitted effect of over 75% in size; some results filed as inactive show a strong effect at the top dose
# Target sequence (P49798 whole entry, looked up): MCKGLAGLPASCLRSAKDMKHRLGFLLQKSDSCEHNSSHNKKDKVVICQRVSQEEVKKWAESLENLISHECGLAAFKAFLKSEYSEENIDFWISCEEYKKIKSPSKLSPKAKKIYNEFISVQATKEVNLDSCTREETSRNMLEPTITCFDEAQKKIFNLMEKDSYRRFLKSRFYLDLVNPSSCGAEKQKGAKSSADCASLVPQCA
#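 MLSMR compounds (23 nl, pin-transferred) preincubated 10 min at room temperature with a 500nM (2x) first reagent, then RGS4 at 900nM (2x) plus Transcreener GDP mix added; fluorescence polarization (620/688 nm) read before and after 90 min at 30 °C.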
# Starred values were filed as active, the others as inactive; u = inconclusive; x = no result given; & = joins results of further samples; [ ] = another dose, or the depositor's remark. Unless noted, calls follow the shape of the dose curve; as a rule, active = well fitted curve in the direction sought with a large enough effect; inconclusive = small, poorly fitted or top-dose-only effect, or another doubt; inactive = no such curve, though single readings can be large; an effect the other way counts as inactive or inconclusive. Only part of the results is shown, so the mix of outcomes need not match the whole.
nr	molecule	JMJD2A Tudor	ERG Ets-DNA blk	ALOX12 inh	BAZ2B inh	G9a inh	HP1b chromo inh	PI4K2A inh	GLS inhibitor	RGS4 inhibitor
1	COC(=O)c1ccc(NC(=O)c2ccc3c(c2)OCO3)cc1	-10%	1%	27%	0%	-3%[12.7 µM]	22%	-17	3%	0%
2	O=S(=O)(c1ccccc1)N1CCN(S(=O)(=O)N2CCCCC2)CC1	-5%	x	2%	5%	2%[59 µM]	2%	-9	-11%	4%
3	Cc1ccc(NC(=S)N2CCC(c3nc4ccccc4s3)CC2)cc1C	-33%	x	u	u	10%[0.501 µM]	3%	0	0%	29%
4	CN(C)C(CNC(=O)c1ccc(NS(=O)(=O)c2ccc(F)cc2)cc1)c1ccco1 (configuration not stated)	0%	-12%	-53%	3%	-10%	15%	2	6%	-3%
5	CC(C(=O)N1c2ccccc2CCc2ccccc21)n1nnc(-c2ccc(N(C)C)cc2)n1 (configuration not stated)	u	-4%	0%	u	u	-3%	3	23%	-25%
6	Cc1ccc(NC(=O)CCC(=O)c2ccc(Br)cc2)cc1	-5%	13%	0%	-2%	3%	55%[activator]	-2	2%	-34%
7	CCc1nc(SCC(N)=O)c2c(=O)n(C)c(=O)n(C)c2n1	-8%	-9%	14%[57.4 µM]	-5%	-23%	33%	4	-6%	-20%
8	O=C1CCCN1CCCNS(=O)(=O)c1ccc(F)c(F)c1	-20%	6%	-10%	-1%	34%	28%	7	2%	-3%
9	COc1ccc(NS(=O)(=O)c2cccc(C(=O)N/N=C/c3ccccc3OC)c2)cc1	-21%	9%	16%	9%	1%	22%	0	u	-2%
10	O=C(Cn1nnc2ccccc21)NC1CCCCC1	-3%[57.1 µM]	-2%	-22%	-5%	9%[59 µM]	58%[activator]	-1	-3%	-27%[56.9 µM]
11	COc1cc([C@@H]2Nc3c(F)cccc3[C@@H]3C=CC[C@@H]32)cc(Br)c1OC	2%	0%	4%	4%	-1%[59 µM]	29%	-2	u	-7%
12	O=C1COc2ccc(C(=O)NC3CC3)cc2N1	-14%	-1%	-6%	-5%	18%[59 µM]	26%	-2	3%	26%
13	Cc1ccc(CNC(=O)CN2C(=O)CSc3ccc(S(=O)(=O)N(C)C)cc32)cc1	-7%	-3%	-29%	-6%	-20%[59 µM]	11%	-7	-19%	29%
14	COc1ccc(C(CNC(=O)COc2ccc(C)c(C)c2)N2CCCCC2)cc1 (configuration not stated)	-9%&-23%	9%&2%	-14%&-12%	-25%&-19%	9%	35%&22%	1&0	6%&10%	31%&10%
15	CCOC(=O)N1CCN(Cc2nc3ccc([N+](=O)[O-])cc3c(=O)n2-c2ccccc2F)CC1	-8%	4%	x	-37%	79µM*	13%	0	-2%	-13%
16	Cc1ccccc1-n1nc2c(c1NC(=O)c1c(-c3ccccc3Cl)noc1C)CSC2	-19%	x	7%	-8%	-3%	6%	0	21%	-9%
17	Cc1sc2nc3c(SC(C)C(=O)O)cc(C(=O)c4ccccc4O)cn3c(=O)c2c1C (configuration not stated)	-32%	x	u	u	50µM*	-13%	-6	u	-27%
18	CC(C)Cn1c(/C=N/Nc2nc3ccccc3[nH]2)nc2ccccc21	-30%	-6%	-12%	u	61%[59 µM]	-7%	1	13%	4%
19	CC(C(=O)N(C)c1ccccc1)N1CCN(C(=O)c2ccccc2)CC1 (configuration not stated)	-6%	-8%	121%[activator]	6%	0%	47%[activator]	2	8%	5%
20	CC(=O)c1nnn(-c2ccc(C)cc2Cl)c1C	1%	-6%	-12%	1%	6%[59 µM]	41%[activator]	0	2%	-23%
21	CC(=O)Nc1ccc(/C(N=Nc2ccccc2)=N/N=C(N)N)cc1	u	10%	40µM*	x	x	u	2	15%	-3%
22	O=C1/C(=C/c2ccc(F)cc2)SC(=S)N1CC(=O)N1CCCCC1c1cccnc1 (configuration not stated)	u	6%	-11%	u	40µM*	21%	1	0%	-6%
23	CCOC(=O)Nc1ccc2c(c1)nc1n2CCN(CCOC)C1	-20%	14%	u	9%	-7%	43%[activator]	-6	-3%	16%[56.9 µM]
24	Cc1ccc(S(=O)(=O)NC(CC(C)C)C(=O)NCCCn2nc(C)cc2C)cc1 (configuration not stated)	-2%	-6%	-3%	-2%	11%[12.7 µM]	42%[activator]	6	-1%	10%
25	COc1ccc(-c2cc(C(F)(F)F)n3nc(C(=O)Nc4cccc(Cl)c4C)cc3n2)cc1	-3%	-5%	-20%	-3%	0%[59 µM]	55%[activator]	5	-7%	0%
26	CCOc1ccc(S(=O)(=O)N(C)c2ccc(OCC(=O)NCc3cccnc3)cc2)cc1	-7%	9%	-2%	-5%	-46%	17%	-6	-16%	7%
27	Cc1cc2oc(C(=O)Nc3nonc3C)c(C)c2cc1Cl	20%	12%	32%[activator]	-14%	20%	34%	8	0%	-15%
28	CC(NC(=O)c1ccc(Br)cc1Br)c1ccccc1 (configuration not stated)	-14%[11.4 µM]	-1%	3%	3%	x	48%[activator]	-1	-11%	14%
29	CCN(CC)S(=O)(=O)c1ccc2nc(COC(=O)c3n[nH]c4ccccc34)[nH]c2c1	-14%	-11%	8%	-6%	13%[12.7 µM]	11%	-4	9%	9%
30	O=S(=O)(N1CCCCC1)N1CCCN(S(=O)(=O)N2CCCCC2)CC1	-6%	13%	65%[activator]	9%	-5%[12.7 µM]	22%	-8	1%	30%
31	CC(=CC(=O)c1ccccc1)c1ccccc1	135%[activator]	-8%	-1%	x	x	137%[activator]	0	6%	8%
32	O=C(COc1ccc(-c2ccccc2)cc1)N1CCN(C(=O)c2cccnc2)CC1	-13%	0%	5%	21%	17%[59 µM]	16%	-4	13%	29%
33	Cc1ccc2cc(C#N)c(SCC(=O)N3CCCC3)nc2c1	0%	-3%	8%	1%	3%[59 µM]	22%	-3	-3%	-22%
34	O=C(CCc1c[nH]c2ccccc12)N1CCN(S(=O)(=O)c2ccc(F)cc2)CC1	-19%	6%	3%	-5%	u	7%	-1	0%	-18%
35	COc1ccc(CSc2nnnn2-c2ccc(C(=O)O)cc2)cc1	5%	2%	1%	0%	18%	30%	1	3%	-7%
36	C=CCNC(=O)Nc1cc(Cl)ccc1OC	-8%	15%	2%	8%	1%	-12%	1	14%	-4%[11.4 µM]
37	Cc1ccc(N2CCN(C(=O)c3cccn4c(=O)c5ccc(Cl)cc5nc34)CC2C)cc1 (configuration not stated)	-17%	-4%	-24%	6%	-3%[59 µM]	30%	1	-8%	1%
38	O=C(NCCC1CCCCN1S(=O)(=O)c1ccc(Cl)cc1)C(=O)NCCN1CCOCC1 (configuration not stated)	-8%	6%	-16%	-10%	-29%	62%[activator]	-5	-4%	-5%
39	O=C(NC1CC1)C1CCCN1S(=O)(=O)c1ccc2ccccc2c1 (configuration not stated)	-5%	-2%	-17%	3%	-29%[12.7 µM]	28%	0	0%	3%
40	Cc1ccc2c(c1)N(CC(=O)N1CCCCCC1)C(=O)C(C)O2 (configuration not stated)	-2%	15%	-3%	-8%	-3%[59 µM]	21%	-1	-8%	-13%

# 6 compounds out of the list above, ordered by their value in GLS inhibitor, lowest first.
nr	molecule	JMJD2A Tudor	ERG Ets-DNA blk	ALOX12 inh	BAZ2B inh	G9a inh	HP1b chromo inh	PI4K2A inh	GLS inhibitor	RGS4 inhibitor
26	CCOc1ccc(S(=O)(=O)N(C)c2ccc(OCC(=O)NCc3cccnc3)cc2)cc1	-7%	9%	-2%	-5%	-46%	17%	-6	-16%	7%
38	O=C(NCCC1CCCCN1S(=O)(=O)c1ccc(Cl)cc1)C(=O)NCCN1CCOCC1 (configuration not stated)	-8%	6%	-16%	-10%	-29%	62%[activator]	-5	-4%	-5%
33	Cc1ccc2cc(C#N)c(SCC(=O)N3CCCC3)nc2c1	0%	-3%	8%	1%	3%[59 µM]	22%	-3	-3%	-22%
27	Cc1cc2oc(C(=O)Nc3nonc3C)c(C)c2cc1Cl	20%	12%	32%[activator]	-14%	20%	34%	8	0%	-15%
30	O=S(=O)(N1CCCCC1)N1CCCN(S(=O)(=O)N2CCCCC2)CC1	-6%	13%	65%[activator]	9%	-5%[12.7 µM]	22%	-8	1%	30%
31	CC(=CC(=O)c1ccccc1)c1ccccc1	135%[activator]	-8%	-1%	x	x	137%[activator]	0	6%	8%
